SIRT5 inh = blocks human SIRT5 desuccinylation of peptide; Q9NXA8; 1.1% of 330,000 active; Purified SirT5, succinyl-peptide AMC, trypsin-coupled fluorescence; AID 652115; inhibition, % at 15 µM; in the data active = inhibition above about 15%; inconclusive = no clear call, values can overlap the other calls
miR122 inh = miR-122 inhibition in Huh7 cells; Huh7 miR-122 Renilla luciferase sensor, 48 h; neutral wells = 0, positive control = 100; activation (reporter increase), % at 12.5 µM; 0.3% of 340,000 active;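 active = mean replicate activation score at least 90 and every replicate individually at or above 90; inconclusive = only one of the two criteria met; inactive = neither criterion met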;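 note: higher luciferase means less miR-122 activity so hits act as miR-122 inhibitors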
ERp5 inh = blocks human ERp5 reductase activity on insulin; 0.05% of 350,000 active; AID 651711; inhibition, % at 9.99 µM; ERp5 insulin aggregation, absorbance 650 nm, 90 min; Q15084;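 active = mean replicate inhibition above about 25%, with every replicate also reaching it, limit read from the data, passing the limit was not always enough; inconclusive = only one of those two criteria met; inactive = neither criterion met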
F508del corr = correctors of CFTR F508del function in bronchial epithelial cells. 0.36% of 350,000 active. activity (quench increase), % at 7.58 µM. AID 720511. CFBE cells, YFP halide quenching; stimulated with forskolin plus potentiator P3; % fluorescence drop versus neutral controls;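 active = mean added fluorescence quench of at least 8% versus neutral control, with both replicates also reaching 8%; inconclusive = only one of the mean or replicate conditions met; inactive = mean below 8% and not both replicates reaching 8%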;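 note: cells transiently co-express mutant CFTR-F508del with the halide-sensitive YFP; corrector assay measuring rescue of mutant channel to the surface after 24 h compound exposure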
DENV2 CPE rescue = protects cells from dengue virus 2 cytopathic effect; DENV2-infected cells, cytopathic effect rescue, plate reader; CPE inhibition, % at 9.99 µM; 1.7% of 350,000 active; in the data active = CPE inhibition above about 20%, passing the limit was not always enough; inconclusive = no clear call, values can overlap the other calls; tested in BHK-21 cells;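 note: 0% = median of neutral control wells and 100% = median of positive control wells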
ERAP1 inh = inhibitors of human ERAP1 aminopeptidase | recombinant ERAP1, Leu-AMC fluorescence, 60 min | inhibition, % at 10.7 µM | 0.15% of 340,000 active | AID 652197;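 active = mean replicate inhibition of at least 30%, or all replicates individually reaching that 30% level; inactive = mean below 30% and not every replicate reaching it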;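 note: 0% = neutral control wells and 100% = L-leucinethiol positive control wells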
Target sequence (Q9NZ08 whole entry, looked up): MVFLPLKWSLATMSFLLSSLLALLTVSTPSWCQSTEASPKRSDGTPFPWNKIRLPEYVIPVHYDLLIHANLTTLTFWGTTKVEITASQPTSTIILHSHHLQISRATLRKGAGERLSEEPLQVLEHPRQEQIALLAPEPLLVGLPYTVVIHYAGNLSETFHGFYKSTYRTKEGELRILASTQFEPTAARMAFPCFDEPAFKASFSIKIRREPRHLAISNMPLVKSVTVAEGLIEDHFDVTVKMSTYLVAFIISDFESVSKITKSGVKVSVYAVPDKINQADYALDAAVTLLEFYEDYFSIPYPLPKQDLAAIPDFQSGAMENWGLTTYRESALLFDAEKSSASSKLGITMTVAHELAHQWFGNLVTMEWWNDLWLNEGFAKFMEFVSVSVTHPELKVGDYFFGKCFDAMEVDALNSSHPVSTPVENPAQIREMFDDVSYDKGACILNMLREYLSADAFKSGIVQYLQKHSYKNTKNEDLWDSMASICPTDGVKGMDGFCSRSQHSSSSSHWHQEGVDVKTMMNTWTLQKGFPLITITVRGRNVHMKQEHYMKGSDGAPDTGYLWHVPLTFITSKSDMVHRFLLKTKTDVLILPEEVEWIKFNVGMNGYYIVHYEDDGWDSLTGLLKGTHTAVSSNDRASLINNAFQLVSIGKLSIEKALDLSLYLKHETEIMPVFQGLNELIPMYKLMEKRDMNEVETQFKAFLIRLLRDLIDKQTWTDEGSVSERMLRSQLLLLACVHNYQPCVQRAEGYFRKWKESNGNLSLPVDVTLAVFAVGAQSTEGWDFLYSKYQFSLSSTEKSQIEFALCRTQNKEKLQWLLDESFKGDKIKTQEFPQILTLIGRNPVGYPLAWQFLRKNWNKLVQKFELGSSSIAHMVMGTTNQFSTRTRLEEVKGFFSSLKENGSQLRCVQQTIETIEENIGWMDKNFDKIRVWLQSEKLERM
Casp6 inh = inhibitors of human caspase-6; P55212; inhibition, % at 12.5 µM; purified caspase-6, Z-VEID-R110 cleavage fluorescence; 0.53% of 350,000 active;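 active = mean inhibition across replicates at least about 35%, with every replicate also reaching that limit, limit read from the data; inconclusive = only one of the two criteria met; inactive = neither criterion met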;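 note: 0% = median of neutral control wells and 100% = no fluorescence left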
* = called active by the depositor; ? = inconclusive; nt = not tested or not shown; [ ] = another dose, or the depositor's remark. The order is random; overall some 4% were active at least once.

Start of the data: the first two records, ahead of the listing:
nr	mol	F508del corr	miR122 inh	DENV2 CPE rescue	ERp5 inh	ERAP1 inh	SIRT5 inh	Casp6 inh
1	COc1ccc(S(=O)(=O)N[C@@H]2CC[C@@H](CCNC(=O)Cc3ccccn3)O[C@H]2CO)cc1	-2.6	3[16.7 µM]	0	3	2	4	-1
2	C[C@@H]1CCCCO[C@H](CN(C)C(=O)Nc2ccc3c(c2)OCO3)[C@H](C)CN([C@@H](C)CO)C(=O)c2cc(NC(=O)Nc3cccc4ccccc34)ccc2O1	4.5	28[16.7 µM]	9	16	-1	-1	-1

The whole of this part, repeating the preview:
nr	mol	F508del corr	miR122 inh	DENV2 CPE rescue	ERp5 inh	ERAP1 inh	SIRT5 inh	Casp6 inh
1	COc1ccc(S(=O)(=O)N[C@@H]2CC[C@@H](CCNC(=O)Cc3ccccn3)O[C@H]2CO)cc1	-2.6	3[16.7 µM]	0	3	2	4	-1
2	C[C@@H]1CCCCO[C@H](CN(C)C(=O)Nc2ccc3c(c2)OCO3)[C@H](C)CN([C@@H](C)CO)C(=O)c2cc(NC(=O)Nc3cccc4ccccc34)ccc2O1	4.5	28[16.7 µM]	9	16	-1	-1	-1
3	Cc1ccc(S(=O)(=O)NCC[C@H]2CC[C@@H](NC(=O)c3ccccn3)[C@@H](CO)O2)cc1	1.5	nt	-6	0	-1	-3	3
4	C[C@H](CO)N1C[C@H](C)[C@@H](CN(C)C(=O)Nc2ccccc2)Oc2ccc(NC(=O)Nc3ccc(C(F)(F)F)cc3)cc2CC1=O	-0.3	17[16.7 µM]	14	-3	3	3	-1
5	CCOC(=O)C1(C)CCN1C(=O)c1ccco1 (configuration not stated)	-1.3	-5	?	-5	-9	-2	-3
6	O=C(C1CCCO1)N1CCN(C(=S)Nc2ccc(Cl)cc2)CC1 (configuration not stated)	nt	0	1	3	-1	-4	-2
7	O=C(O)[C@H](Cc1ccccc1)N1Cc2ccccc2C1=O	-1.1	nt	?	-12	-1	-1	7
8	CCCNC(=O)c1onc(CSc2ccc(F)cc2)c1C(=O)NCCC	0.3	-6	-7	2	0	nt	-2
9	CCCC(O)(c1ccc(OC)cc1)C(CN1CCOCC1)c1ccccc1 (configuration not stated)	nt	-3	0	2	-1	-4	1
10	CC1CCN=C(N)S1 (configuration not stated)	3.1	-1	18	6	-2	-20	-4
11	CCn1ncc2c(=O)c(C(=O)c3ccccc3)c[nH]c21	0.9	nt	-6	-1	3	-5	0
12	C[C@@H]1CCCCO[C@@H](CN(C)C(=O)Cc2ccccc2)[C@@H](C)CN([C@H](C)CO)C(=O)c2cc(NC(=O)Nc3cccc4ccccc34)ccc2O1	-3.4	13[16.7 µM]	-1	2	0	-1	1
13	O=C1NCCN(Cc2ccoc2)C1CC(=O)N(Cc1ccccc1)CC1CCC1 (configuration not stated)	-2.3	3	12	2	0	7	-1
14	COc1ccc(S(=O)(=O)N(C)C[C@H]2Oc3c(NC(=O)C4CCCCC4)cccc3C(=O)N([C@H](C)CO)C[C@H]2C)cc1	0.0	-5[16.7 µM]	-5	-1	2	-1	1
15	Cc1noc(NS(=O)(=O)c2ccc(NC(=O)c3ccc(N(C)C)cc3)cc2)c1C	-9.0	-5	-3	7	2	6	4
16	O=C(c1noc2c1CCCC2)N1CCCCC1	-0.1	nt	4	0	1	2	0
17	COc1ccc(S(=O)(=O)Nc2ccc3c(c2)CC(=O)N([C@H](C)CO)C[C@@H](C)[C@@H](CN(C)S(=O)(=O)c2c(C)noc2C)O3)cc1	-2.6	-1[16.7 µM]	2	-2	1	-1	-2
18	CCCCn1c(N)c(N(C)C(=O)c2cc3c(s2)CCCCC3)c(=O)[nH]c1=O	0.9	-8	7	-8	2	-1	-1
19	COc1cc(=O)[nH]c(SC(C)C(=O)Nc2nc3c(s2)CCCC3)n1 (configuration not stated)	-0.3	1	-3	2	-1	-3	-4
20	CC(C)C[C@H](NC(=O)c1cc2cc(Cl)ccc2n1C)C(=O)N1CCC(C(=O)O)CC1	-2.0	1	-3	2	-2	-5	-1
21	c1ccc(-c2ncc(CN3CCN(c4ccccn4)CC3)[nH]2)cc1	-0.4	-7	4	-3	-1	-5	-4
22	Cn1c(SCC(=O)N2c3ccccc3CCc3ccccc32)nnc1-c1ccc(O)cc1	nt	6	2	1	1	-1	1
23	COCC(=O)Nc1ccc2c(c1)[C@H]1C[C@@H](CC(=O)NCc3ccc(-c4ccccc4)cc3)O[C@H](CO)[C@H]1O2	0.1	-6[16.7 µM]	2	-7	-2	0	-3
24	CCc1nnc(NC(=O)c2ccc(S(=O)(=O)N(CCOC)CCOC)cc2)s1	5.9	-2	-4	3	6	-3	-1
25	Cc1ccc2c(c1)N(CC(=O)N1CCCCC1)C(=O)CO2	-1.4	nt	4	2	1	2	-1
26	CCOc1ccc(NC(=O)COC(=O)c2n[nH]c3ccccc23)cc1	1.8	nt	1	-4	3	-5	1
27	COc1cccc(S(=O)(=O)Nc2ccc3c(c2)C(=O)N(C)[C@H]2CC[C@@H](CC(=O)NCC4CCCCC4)O[C@H]2CO3)c1	-2.7	28[16.7 µM]	-5	7	-1	2	0
28	COc1ccc(C(=O)N2CCN(C)C(=O)[C@@H]2C)cc1OC1CCN(C(C)C)CC1	-2.0	4	-13	-10	-6	-4	-4
29	C[C@H]1CCCCO[C@H](CN(C)C(=O)Cc2ccccc2)[C@@H](C)CN([C@@H](C)CO)C(=O)c2cc(NS(=O)(=O)c3cccs3)ccc2O1	2.6	11[16.7 µM]	-14	-2	2	6	-3
30	O=c1[nH]c2ccc(S(=O)(=O)N3CCN(c4ccc(F)cc4)CC3)cc2o1	1.9	-5	-11	-2	1	-5	2
31	Cc1noc(C)c1NC(=O)Nc1ccc2c(c1)CC(=O)N([C@@H](C)CO)C[C@H](C)[C@@H](CN(C)C(=O)Nc1ccc(F)cc1)O2	1.3	13[16.7 µM]	-2	-2	-3	-2	0
32	COCCn1c(=NC(=O)c2sc3ccccc3c2Cl)sc2cc(S(N)(=O)=O)ccc21	nt	nt	-2	2	7	nt	3
33	CCCC#Cc1cnc2c(c1)C(=O)N([C@@H](C)CO)C[C@@H](C)[C@@H](CN(C)C(=O)CCN1CCCCC1)O2	-0.1	-19[16.7 µM]	-6	0	3	-1	-1
34	Cc1cnc(CNC(=O)c2ccc3sc([C@H]4C[C@H](O)[C@@H](CO)O4)nc3c2)cn1	3.8	-2	-6	-1	-6	nt	2
35	CC(Sc1nc(NC(C)(C)C)nc(N(C)C)n1)C(=O)Nc1ccccc1 (configuration not stated)	-2.0	4	7	6	-1	-3	9
36	O=C(C[C@H]1CC[C@H]2[C@@H](COC[C@@H](O)CN2Cc2cc(F)cc(F)c2)O1)NCc1cccc(F)c1	-3.4	1[16.7 µM]	-4	-2	-3	3	1
37	C=CCNC(=S)N1CC2(C)CN(C(=S)NCC=C)CC(C)(C1)C2=O	1.5	7	6	nt	-2	-4	-2
38	Cc1ccc(OCc2cc(C(=O)N3CCC(c4ccccc4Cl)C3)no2)cc1C (configuration not stated)	-2.7	-9	-6	-2	2	-2	2
39	CC(=O)c1ccc(S(=O)(=O)N2CCN(C)CC2)cc1	1.1	-3	-1	0	4	-1	-6
40	O=C1CC(NS(=O)(=O)c2cc(F)ccc2F)CN1c1ccc2c(c1)OCCO2 (configuration not stated)	-1.9	-3	-1	4	-2	-4	1
41	C[C@@H]1CCCCO[C@@H](CN(C)C(=O)CCCN(C)C)[C@@H](C)CN([C@@H](C)CO)C(=O)c2cc(N(C)C)ccc2O1	-1.5	24[16.7 µM]	?	-1	-7	4	-1
42	COc1ccc(S(=O)(=O)N(C)C[C@H]2OCCCC[C@H](C)Oc3ccc(NS(=O)(=O)c4ccc(Cl)cc4)cc3C(=O)N([C@H](C)CO)C[C@@H]2C)cc1	5.0	nt	-7	1	-2	3	2
43	CC(=O)N1CC(=O)N2[C@H](CO)[C@H](c3ccc(-c4ccc(C#N)cc4)cc3)[C@H]2C1	3.9	nt	-7	-3	2	2	0
44	Cc1ccccc1C(=O)Nc1cccc(NC(=O)Cn2cnc3c(=O)n(C)c(=O)n(C)c32)c1	-3.1	-3	-2	-6	-2	-1	1
45	CC(=O)c1ccc(N2CCN(C(=O)/C=C/c3cccs3)CC2)cc1	-0.1	-5	-4	-2	-1	2	0
46	C[C@H](CO)N1C[C@H](C)[C@H](CN(C)C)Oc2ncc(-c3ccc(F)cc3)cc2C1=O	0.6	31[16.7 µM]	-2	0	1	-3	0
47	CC1(c2ccc(Cl)cc2)NC(=O)N(CC(=O)N2CCN(C(=O)c3cccs3)CC2)C1=O (configuration not stated)	1.1	-5	-5	0	3	-3	2
48	O=c1c2ccccc2nc(/C=C/c2c[nH]c3ccccc23)n1-c1ccc([N+](=O)[O-])cc1	nt	nt	-1	2	10	6	0
49	COc1ccc(NC(=O)N(C)C[C@@H]2OCc3cn(nn3)CCCC(=O)N([C@H](C)CO)C[C@@H]2C)c(OC)c1	1.1	-2[16.7 µM]	-1	-1	4	-4	-1
50	O=c1[nH]c(Nc2nc3ccccc3o2)nc2c1CCCC2	-8.3	nt	nt	-4	9	0	3
51	COc1ccc(C(=O)Nc2c(N)nc(SCC(=O)N3CCC(C)CC3)[nH]c2=O)cc1OC	-1.6	-4	-6	8	3	5	2
52	CN(C)CCCN(C(=O)c1ccc2c(c1)CCCC2)c1nc2c(F)cccc2s1	0.0	8	-9	4	-2	-6	-4
53	C[C@H]1CN([C@@H](C)CO)C(=O)c2cc(-c3cccc(F)c3)cnc2O[C@H]1CN(C)C(=O)Nc1cc(F)ccc1F	-2.2	-4[16.7 µM]	1	-2	-1	3	1
54	Clc1cccc(CNCCCSc2ncccn2)c1Cl	1.4	-1	5	2	-4	-3	-21
55	Oc1ccc(/C=N/N(c2ccccc2)c2ccccc2)c(O)c1O	-0.7	0	-6	5	-3	-42	25
56	COCCCN1C(=O)c2ccc(C(=O)NCc3ccccn3)cc2C1=O	-0.8	-3	12	10	1	-1	0

A second format for some results above.
41. C[C@@H]1CCCCO[C@@H](CN(C)C(=O)CCCN(C)C)[C@@H](C)CN([C@@H](C)CO)C(=O)c2cc(N(C)C)ccc2O1
  F508del corr: -1.5	miR122 inh: 24[16.7 µM]	DENV2 CPE rescue: ?	ERp5 inh: -1	ERAP1 inh: -7	SIRT5 inh: 4	Casp6 inh: -1
42. COc1ccc(S(=O)(=O)N(C)C[C@H]2OCCCC[C@H](C)Oc3ccc(NS(=O)(=O)c4ccc(Cl)cc4)cc3C(=O)N([C@H](C)CO)C[C@@H]2C)cc1
  F508del corr: 5.0	miR122 inh: nt	DENV2 CPE rescue: -7	ERp5 inh: 1	ERAP1 inh: -2	SIRT5 inh: 3	Casp6 inh: 2
43. CC(=O)N1CC(=O)N2[C@H](CO)[C@H](c3ccc(-c4ccc(C#N)cc4)cc3)[C@H]2C1
  F508del corr: 3.9	miR122 inh: nt	DENV2 CPE rescue: -7	ERp5 inh: -3	ERAP1 inh: 2	SIRT5 inh: 2	Casp6 inh: 0
44. Cc1ccccc1C(=O)Nc1cccc(NC(=O)Cn2cnc3c(=O)n(C)c(=O)n(C)c32)c1
  F508del corr: -3.1	miR122 inh: -3	DENV2 CPE rescue: -2	ERp5 inh: -6	ERAP1 inh: -2	SIRT5 inh: -1	Casp6 inh: 1

Source: PubChem (Broad Institute)
